Assay outcomes deposited in PubChem by several laboratories.
LYPLA2 inh – LYPLA2 inhibitors, primary screen, counter-screen for PME1 inhibitor project, biochemical, fluorescence polarization, FP-Rh probe ABPP; recombinant LYPLA2; AID 2177, 2009; inhibition, % at 5.9 µM; Acyl-protein thioesterase 2 (Homo sapiens), O95372; 320,000 compounds, 0.38% hits;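 active = inhibition above the screen-wide mean plus 3 SD, limit set per campaign, cut at about 26% in these data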;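 note: 0% = LYPLA2 with DMSO and 100% = wells lacking LYPLA2 enzyme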
Efflux pump mplx – inhibitors of Candida efflux pumps in yeast, primary screen, S. cerevisiae, Nile Red, multiplex | S. cerevisiae Candida pump triplex | 330,000 compounds, 0.44% hits | inhibition, % at 10 µM | AID 485275, 2010;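 active = plate passing quality check with inhibition over a set limit, or well fluorescence over plate mean plus 4 SD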;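 note: Nile Red retained in pooled yeast measured as flow cytometry median fluorescence; 0% = buffer negative control and 100% = Enniatin B positive control; higher means more Nile Red kept so more efflux inhibition; some compounds called inactive have numbers as strong as hits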
PP5 primary – PP5 phosphatase inhibitors, primary screen, biochemical, fluorescence. purified PP5c, OMFP substrate fluorescence. Serine/threonine-protein phosphatase 5 (Homo sapiens), P53041. 320,000 compounds, 0.18% hits. inhibition, % at 6.7 µM. AID 1987, 2009;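 active = inhibition above the campaign's mean inhibition across all tested compounds plus 3 SD, cut at about 9.5% in these data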;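 note: 0% = DMSO only and 100% = 100 µM cantharidin control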
Target sequence (P53041 whole entry, looked up): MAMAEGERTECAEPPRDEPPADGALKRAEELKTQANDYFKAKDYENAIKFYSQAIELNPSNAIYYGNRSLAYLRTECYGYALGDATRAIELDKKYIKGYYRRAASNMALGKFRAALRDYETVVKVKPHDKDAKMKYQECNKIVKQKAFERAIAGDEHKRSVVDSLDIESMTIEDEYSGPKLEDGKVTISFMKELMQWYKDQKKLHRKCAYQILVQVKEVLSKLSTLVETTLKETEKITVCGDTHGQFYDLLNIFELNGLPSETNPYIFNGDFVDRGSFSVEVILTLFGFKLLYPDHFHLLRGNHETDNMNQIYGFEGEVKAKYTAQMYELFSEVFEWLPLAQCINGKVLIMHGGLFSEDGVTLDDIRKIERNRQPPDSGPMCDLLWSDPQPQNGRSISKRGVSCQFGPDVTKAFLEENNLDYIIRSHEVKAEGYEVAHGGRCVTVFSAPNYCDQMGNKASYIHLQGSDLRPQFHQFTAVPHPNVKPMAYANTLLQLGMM
core dimer inh – inhibitors of HCV core protein dimerization, primary screen, biochemical, TR-FRET, high-throughput; 300,000 compounds, 0.33% hits; TR-FRET GST/Flag-core106 dimerization, 1536-well; AID 1899, 2009; inhibition, % at 5 µM;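 active = inhibition above the mean of all tested compounds plus 3 SD, set per screening campaign, cut at about 45% in these data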
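System: GST-tagged and Flag-tagged HCV core protein residues 1-106 / Input: core106 proteins, GST 13.5 nM and Flag 17 nM / Buffer or medium: KF-containing HEPES buffer, pH 7.45, DTT, CHAPS, BSA / Probe or stimulus: Eu-anti-GST and XL665-anti-Flag labelled anti-tag antibodies / Schedule: 4 h, 22.5 °C incubation / Technique: TR-FRET 671 and 617 nm emission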
Fh CTSL1 inh – Fasciola hepatica cathepsin L1 inhibitors, primary screen, counter-screen for PFM18AAP inhibitor project, biochemical, QFRET, fluorogenic peptide substrate; recombinant F. hepatica cathepsin L1, Z-Leu-Arg-MCA fluorescence; inhibition, % at 5.96 µM; 300,000 compounds, 0.49% hits; AID 1906, 2009;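 active = inhibition above the mean of all tested compounds plus 3 SD, set per screening campaign, cut at about 17% in these data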;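 note: 0% = plate median of test compound wells and 100% = 1 µM Z-Phe-Ala-diazomethylketone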
PREPL inhibitor – PREPL enzyme inhibitors, primary screen, biochemical, fluorescence polarization; 320,000 compounds, 0.68% hits; inhibition, % at 5.96 µM; Prolyl endopeptidase-like (Homo sapiens), Q4J6C6; recombinant PREPL, fluorescence polarization activity-based probe; in the data active = inhibition above about 43%;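 note: 0% = enzyme with DMSO and 100% = wells lacking enzyme; many of its hits are not listed in these tables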
JMJD2C inh – inhibitors of GASC-1 histone demethylase, primary screen, biochemical, fluorescence, DELFIA europium; AID 2099, 2009; GST-JMJD2C(1-420) H3K9me3 demethylation; inhibition, % at 2.35 µM; 330,000 compounds, 0.069% hits; Lysine-specific demethylase 4C (Homo sapiens), Q9H3R0;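 active = more than half of a compound's replicate wells show inhibition beyond 50%, single wells judged on their own value; inconclusive = some, but no more than half, of replicates pass 50% inhibition; inactive = no replicate passes 50% inhibition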;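 note: signal counts dimethyl H3K9 product captured on neutravidin plate; 0% = median of DMSO wells and 100% = 0.3 times that DMSO median; strong numbers were not always called active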
Target sequence (Q9H3R0 1-420 limits assumed): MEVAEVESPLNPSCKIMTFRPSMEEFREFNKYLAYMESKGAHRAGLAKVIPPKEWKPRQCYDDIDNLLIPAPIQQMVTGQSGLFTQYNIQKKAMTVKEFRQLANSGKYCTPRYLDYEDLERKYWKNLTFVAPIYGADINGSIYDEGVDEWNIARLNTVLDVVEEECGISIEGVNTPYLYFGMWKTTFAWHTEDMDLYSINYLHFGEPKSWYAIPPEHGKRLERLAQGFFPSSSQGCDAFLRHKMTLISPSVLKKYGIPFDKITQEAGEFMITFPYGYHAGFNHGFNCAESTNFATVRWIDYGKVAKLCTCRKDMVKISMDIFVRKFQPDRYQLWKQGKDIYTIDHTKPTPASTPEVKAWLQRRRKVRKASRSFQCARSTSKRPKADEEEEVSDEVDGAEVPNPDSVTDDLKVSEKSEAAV
PP1 counter – PP1-alpha phosphatase inhibitors, primary screen, counter-screen for PP5 inhibitor project, biochemical, fluorescence, OMFP substrate, single point; purified PP1alpha; inhibition, % at 6.7 µM; 320,000 compounds, 0.9% hits; AID 2235, 2010;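 active = inhibition above the mean inhibition of all tested compounds plus 3 SD, computed separately for each screening campaign, cut at about 15% in these data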
TPT1 inh – Candida albicans TPT1 enzyme inhibitors, primary screen, biochemical, fluorescence polarization | tRNA 2'-phosphotransferase TPT1 (Candida albicans SC5314) | 300,000 compounds, 0.81% hits | AID 1962, 2009 | inhibition, % at 5 µM | recombinant caTPT1, FP RNA substrate dephosphorylation;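 active = inhibition above the mean of all tested compounds plus 3 SD, set per screening campaign, cut at about 24% in these data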;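 note: plate controls were DMSO alone for no effect and ferristatin control at 100 nM for full effect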
Active calls of the source: *; ? = inconclusive; nt = not tested or not shown. These rows are one share of the data, so the mix of outcomes need not match the whole.

SMILES	LYPLA2 inh	Efflux pump mplx	PP5 primary	core dimer inh	Fh CTSL1 inh	PREPL inhibitor	JMJD2C inh	PP1 counter	TPT1 inh
CCC1C(c2ccccc2)NC(c2ccccc2)CC1(O)c1ccc(F)cc1 (configuration not stated)	0	-0.1	5.0	-1	2	-22	0	5	-2
CCN(CC)Cc1c[nH]c2ccccc12	-1	-0.1	1.3	-3	-3	7	-1	-3	-7
CC(=O)OC1(c2ccccc2)CCN(C)C2CCCCC21 (configuration not stated)	1	0.0	0.7	-4	2	-6	-4	-3	-7
O=C(O)CC1OCC=C2CN3CCC45C6=CC(=O)C(=O)C([N+](=O)[O-])=C6NC4C1C2CC35 (configuration not stated)	-3	0.5	21*	22	106*	11	-3	33*	1
CCC(CC)NC1CCCCC1OC (configuration not stated)	6	-0.4	0.5	-7	6	6	-6	-2	-3
CC/C=C/CC(=O)N[C@@H](c1ccccc1)[C@@H](O)C(=O)O[C@H]1C[C@@]2(O)[C@@H](OC(=O)c3ccccc3)C3[C@](C)(C(=O)[C@H](OC(C)=O)C(=C1C)C2(C)C)[C@@H](O)C[C@H]1OC[C@@]31OC(C)=O (some centres not stated)	4	0.1	2.1	0	1	3	-5	-3	2
CCN1CCN(Cc2ccccc2C)CC1	5	0.0	-2.7	1	1	-2	-5	-1	-2
O=c1[nH]c(N2CCN(Cc3ccc4c(c3)OCO4)CC2)nc2c1CCC2	3	0.3	2.6	-4	3	2	nt	-3	-2
Cc1cccc(-n2c(O)c(C=NCc3cccnc3)c(=O)[nH]c2=O)c1C	1	-0.2	1.4	1	-3	-8	17	0	0
CN1CC=C2C(C#N)=C(N)C(C#N)(C#N)C(c3ccncc3)C2C1 (configuration not stated)	14	-0.1	2.6	-10	5	25	8	-3	-83
COc1ccc(CCN(C)Cc2ccc(F)cc2F)cc1OC	3	0.0	0.2	-1	1	4	21	-4	-2
COC(=O)C1=C(c2ccc(F)cc2OCc2ccccc2)C[C@@H]2CC[C@H]1N2C(=O)NCc1ccc(OC)c(OC)c1	9	0.1	2.8	nt	nt	13	-9	-1	nt
C[C@]12CCC(=O)C=C1CCC1C2CC[C@@]2(C)C1CC[C@@]2(O)CC#N (some centres not stated)	8	-0.1	1.8	5	-1	-2	4	0	-1
COC(=O)C1=C(c2ccc(-c3ccccc3)c(F)c2)C[C@@H]2CC[C@H]1N2C(=O)N1CCC(C)CC1	0	-0.1	-0.7	nt	nt	-3	-7	6	nt
O=C(O)[C@H]1NC[C@H]2C[C@H]21	2	0.1	2.1	2	-7	3	-24	-1	-9
CCN(CC)C(=O)c1ccc(NC(=O)Nc2ccccc2F)cc1	4	-0.1	-1.3	5	0	-4	-5	-3	-1
O=C(CN1CCCCC1)c1ccccc1F	2	-0.1	-1.4	-2	-1	1	-7	-6	-2
Cn1c(O)c(/C=N/N2CCCCC2)c(=O)[nH]c1=O	2	0.1	-2.4	2	2	8	-11	-3	-1
CCCN(CC#CCO)CCC	0	0.1	3.5	2	-3	16	-11	5	1
CC(C(=O)Nc1ccc(Br)cc1C(=O)c1ccccc1)N1CCCCC1 (configuration not stated)	2	-0.1	1.1	1	-2	10	-7	-3	0
CCOc1ccc(-c2cc(C)[n+](CCN(CC)CC)c(-c3ccc(OCC)cc3)c2)cc1	-3	0.1	0.8	1	1	11	5	-1	0
CC1=C2[C@@H]3OC(=O)[C@H](C)C3CC[C@@]2(C)C=CC1=O (some centres not stated)	4	0.1	0.9	2	3	6	-9	-2	1
Nc1cc(N2CCNCC2)c([N+](=O)[O-])cc1Cl	10	-0.2	-1.1	4	2	-3	1	-1	2
Cc1nn(Cc2ccc(Cl)cc2Cl)c(Cl)c1C(=O)Nc1ccc(OC(F)F)cc1	-5	0.0	-3.5	5	1	-1	6	-2	-1
COc1cc(C)c(-c2nc(CN3C[C@@H]4C[C@@H](C3)c3cccc(=O)n3C4)c(C)o2)cc1C	-5	-0.1	0.6	5	0	7	17	2	5

New compounds follow.
SMILES	LYPLA2 inh	Efflux pump mplx	PP5 primary	core dimer inh	Fh CTSL1 inh	PREPL inhibitor	JMJD2C inh	PP1 counter	TPT1 inh
Oc1ccccc1-[n+]1c(-c2ccccc2)cc(-c2ccccc2)c(O)c1-c1ccccc1	-4	0.0	3.6	3	-3	-4	6	6	1
CC[C@H]1CC2CN3CCc4c([nH]c5cc(OC)ccc45)[C@](C(=O)OC)(C2)[C@H]13	3	-0.1	3.4	-6	0	10	0	-2	0
CC(=NCc1cccnc1)c1c(O)n(-c2ccccc2)c(=O)[nH]c1=O	0	0.3	4.4	-6	0	11	-7	1	-1
Cc1oc(-c2cccs2)nc1CSCC(=O)N1CCC2(CC1)OCCO2	3	-0.1	1.7	-7	-4	-2	5	-1	-1
CN1C(=O)C(=Cc2ccccc2OCc2ccc(Cl)cc2)C(=O)N(C)C1=O	10	0.0	0.3	14	1	23	13	2	0
CC(C)CCOC(=O)c1c(N)n(CC2CCCO2)c2nc3ccccc3nc12 (configuration not stated)	4	0.1	4.5	0	4	4	-2	3	3
CCC(=NCCO)c1c(O)n(-c2ccccc2)c(=O)[nH]c1=O	-5	0.1	0.0	-6	1	1	1	-1	-1
Cc1c(N=Nc2c(O)[nH]c(=O)[nH]c2=O)c(=O)n(-c2ccccc2)n1C	1	-0.1	0.5	-4	3	-6	2	3	1
O=C1CCCC2=C1C(c1cccnc1)Nc1ccccc1N2 (configuration not stated)	-2	0.0	0.0	0	7	12	-16	-3	-2
COCCOC(=O)C1=C(N)OC(C)=C(C(=O)OC)C12C(=O)Nc1ccccc12 (configuration not stated)	2	0.0	0.8	-1	3	1	-3	-1	-1
CCn1cc(C(=O)N2CCOCC2)c2ccccc21	1	-0.4	-1.1	-1	-1	-1	2	-5	-4
O=C(N/N=C/c1c(O)n(CCc2ccccc2)c(=O)[nH]c1=O)c1ccccc1	8	0.1	0.8	0	3	6	-10	0	15
Cc1cc(OCC(=O)N[C@@H](Cc2ccccc2)C(=O)O)c2c3c(c(=O)oc2c1)CCCC3	7	0.0	1.3	4	1	5	4	-2	1
CC(C)C(=O)c1cn(Cc2ccc(C#N)cc2)c2ccccc12	5	-0.1	1.5	9	2	3	7	5	-6
Cc1cc(C)c(C2=NOC(O)(C(F)(F)F)C2)c(=O)[nH]1 (configuration not stated)	-5	0.1	1.8	4	-5	17	10	-2	4
Fc1ccc2c(c1)nnn2C1CCN(Cc2c(Cl)cccc2Cl)CC1	-7	0.0	0.0	15	3	-4	2	0	1
CCN1C(=O)c2ccccc2Sc2ccc(C(=O)N3CCC4(CC3)OCCO4)cc21	5	0.2	2.1	1	-5	-4	5	-4	-1
COc1ccccc1CN1CCN(C(=O)COc2ccc3ccccc3c2)CC1	-2	0.1	0.3	14	3	12	-14	-1	-1
Cc1cccc(CCNCc2cc3ccc(C)cc3[nH]c2=O)c1	3	0.0	-1.5	-2	4	4	-1	0	4
COC(=O)C1=C(c2ccc(C(C)=O)cc2)C[C@@H]2CC[C@H]1N2C(=O)NCC1CC1	20	-0.2	-0.6	nt	nt	3	-9	-9	nt
O=C(/C=C/C=C/c1ccccc1)CC1(O)C(=O)Nc2ccccc21 (configuration not stated)	0	-0.1	-1.5	1	8	-57	-15	-3	-4
CCn1c(O)c(C=NCc2cccs2)c(=O)[nH]c1=O	1	-0.1	0.2	0	1	-2	5	-1	-1
Cc1ccc(S(=O)(=O)NCCC(=O)Nc2ccc(Cl)cc2C(=O)c2ccccc2)cc1	1	-0.5	0.1	5	0	-1	3	2	5
NC(=O)c1ccc(N=Cc2c(O)n(Cc3ccco3)c(=O)[nH]c2=O)cc1	-2	0.5	-0.7	12	3	2	-10	2	16
CCN(CC)S(=O)(=O)c1ccc(NN=C(C#N)C#N)cc1	5	0.1	5.1	-1	-2	10	0	3	-1

Other structures:
SMILES	LYPLA2 inh	Efflux pump mplx	PP5 primary	core dimer inh	Fh CTSL1 inh	PREPL inhibitor	JMJD2C inh	PP1 counter	TPT1 inh
CCOC(=O)C1C(=O)N(C)C2(C)CC1c1cc(OC)ccc1O2 (configuration not stated)	9	0.0	-1.1	5	2	11	0	5	-3
CN1CCC2(O)OCCCC2C1 (configuration not stated)	8	0.0	-1.8	-10	0	21	3	0	-5
O=C(NCC(c1cccnc1)N1CCN(c2ccccc2)CC1)Oc1ccccc1 (configuration not stated)	12	1.4	-1.0	3	3	46*	15	-1	-4
Cc1cccc(-n2c(/C=C/c3ccccn3)nc3ccccc3c2=O)c1	1	0.1	3.1	5	0	-3	-7	3	-1
Cc1ccccc1N1C(=O)CC(=O)N(c2ccccc2C)C1=O	-4	-0.2	-2.7	6	1	1	-3	1	31*
Cc1ccc2cc(C=C(C#N)C#N)c(Cl)nc2c1	4	-0.3	2.8	0	-1	2	-3	2	-67
COc1ccc(-c2cc(=O)c3c(OC)c(OC)c(OC)cc3o2)cc1	10	0.0	0.0	1	1	2	1	-5	-3
CN1C2C=C(N(C(=O)c3ccc(Cl)cc3)c3ccccc3)CC1CC2 (configuration not stated)	-5	0.2	-0.7	-2	0	5	-2	0	-2
COC(=O)C[C@]1(C(=O)OC)CN(C#N)N(c2ccc(Cl)cc2)C12c1ccccc1-c1ccccc12	-6	0.1	2.1	42	-1	16	4	12	2
COC(=O)C1=C(c2ccc3ccccc3c2)C[C@@H]2CC[C@H]1N2C(=O)N1CCOCC1	-5	0.2	2.5	nt	nt	-9	1	-1	nt
Cc1cc(OC(=O)N(C)C)nc(-c2ccc(C)c(Cl)c2)n1	8	-0.1	2.6	-4	-6	15	-1	-1	-2
O=C1NC(=O)N(Cc2ccccc2)C(=O)/C1=C\C=C\c1ccco1	-4	-0.1	0.6	15	4	3	?	5	60*
ClCCOCCCl	-4	0.1	2.7	nt	nt	4	6	-4	nt
O=[N+]([O-])c1ccc(N2CCNCC2)cc1N1CCCCCC1	-3	0.0	5.9	-7	-4	8	2	1	-1
O=P(C(Cl)Cl)(N1CCCCC1)N1CCCCC1	-5	0.0	-0.8	8	-1	7	3	-5	-2
COC(=O)OCC12CCC(O1)C1(C)C(=O)OCC21 (configuration not stated)	5	0.0	1.0	2	-4	-1	-3	-2	3
CCN(CC)c1ccc(/C=C2/C(=O)NC(=O)N(Cc3ccco3)C2=O)cc1	-1	0.6	-0.4	13	4	-11	-1	-2	48*
CN1CCN(C(=O)COc2ccc(C(C)(C)C)cc2Br)CC1	-4	0.2	1.4	-2	0	4	1	-4	-2
CCCC[N+]12CCC(CC1)C(Cc1ccccc1)C2 (configuration not stated)	-1	-0.1	-0.2	-2	-1	11	-6	-4	-3
